From PubChem BioAssay
All columns: NCI-60 one-dose screen, growth in % after 48 h at 10 µM unless noted; 100 = growth as untreated, 0 = no growth, -100 = all killed.
CAKI-1 = CAKI-1 renal cancer; 4.7% of 75,000 active
ACHN = ACHN renal cancer; 4.9% of 81,000 active
RXF 393 = RXF 393 renal cancer cells | AID 1794773 | 6.9% of 77,000 active
A498 = A498 renal cancer cells | 5.4% of 76,000 active | AID 1794774
NCI-H23 = NCI-H23 lung cancer | 4% of 80,000 active
NCI-H522 = NCI-H522 lung cancer; 8% of 78,000 active; AID 1794739
NCI-H460 = NCI-H460 lung cancer; 6.8% of 82,000 active; AID 1794736
NCI/ADR-RES = NCI/ADR-RES ovarian cells. 4.4% of 81,000 active
NCI-H226 = NCI-H226 lung cancer | 3.5% of 79,000 active | AID 1794732
Starred values were filed as active, the others as inactive; . = no result given; & = joins results of further samples; ! = a repeat was not active. Rule for the calls: active = growth percent below 10; inactive = the rest.

SMILES	CAKI-1	ACHN	RXF 393	A498	NCI-H23	NCI-H522	NCI-H460	NCI/ADR-RES	NCI-H226
Cc1ccc(S(=O)(=O)/N=c2\c3ccccc3cnn2C2=NCCN2S(=O)(=O)c2ccc(C)cc2)cc1	92.4	100.0	113.8	118.0	97.9	94.7	106.6	98.4	86.6
CCc1nnc(CC)n1N	101.2	116.2	107.2	90.7	95.5	99.1	109.8	105.1	101.4
Cc1ccc(-c2csc3c2c(=O)[nH]c2nnnn23)cc1	.	98.2	111.7	106.5	95.0	103.1	109.1	99.3	104.1
Clc1ccc(-n2on2-c2ccc(Cl)cc2)cc1	.	91.9	123.8	127.7	88.0	100.3	102.3	97.5	83.1
COc1cc(-c2nn(C(C)(C)C)cc2-c2ccnc(NCCCNS(=O)(=O)c3ccccc3)n2)ccc1F	53.8	86.8	57.1	78.1	92.1	65.3	73.7	67.6	82.9
COc1ccc(O)c(N=Nc2nccs2)c1	.	28.7	87.9	88.4	87.9	88.2	100.9	53.6	92.2
CCCCC(SC(CC)(C(C)=O)c1ccccc1)C(N)=O (stereo not given)	96.9	102.4	110.8	107.3	106.9	96.6	106.4	109.6	106.6
COc1ccc(NC(=O)CSc2nnc(-c3ccc(-c4nc5ccc(Cl)cc5[nH]4)cc3)o2)cc1	8.1*	3.0*	-37.0*	60.2	-15.7*	6.9*	-17.2*	48.0	-18.8*
O=C1CN2C(c3ccc(Cl)cc3)=CSC2=N1	81.3	95.0	111.1	70.2	103.6	87.5	106.3	101.8	110.4
O=c1cc(C(O)CC[N+](=O)[O-])c2cc(Cl)ccc2o1 (stereo not given)	.	111.2	101.9	93.2	100.8	91.8	105.9	96.7	93.6
COc1ccc(/C=C2\Oc3cc(OCCCN4CCCC4)ccc3C2=O)cc1	91.6	92.6	78.9	.	87.2	85.7	68.5	96.2	93.0
Nc1c(C(=O)Nc2ccccc2Cl)sc2nc3c(cc12)CN(Cc1ccccc1)CC3	.	103.7	110.3	85.4	102.7	88.2	93.4	99.8	91.5

2 entries from above in another layout:
CCc1nnc(CC)n1N
  CAKI-1: 101.2 | ACHN: 116.2 | RXF 393: 107.2 | A498: 90.7 | NCI-H23: 95.5 | NCI-H522: 99.1 | NCI-H460: 109.8 | NCI/ADR-RES: 105.1 | NCI-H226: 101.4
Cc1ccc(-c2csc3c2c(=O)[nH]c2nnnn23)cc1
  CAKI-1: . | ACHN: 98.2 | RXF 393: 111.7 | A498: 106.5 | NCI-H23: 95.0 | NCI-H522: 103.1 | NCI-H460: 109.1 | NCI/ADR-RES: 99.3 | NCI-H226: 104.1

The listing picks up, starting two compounds before the break.
SMILES	CAKI-1	ACHN	RXF 393	A498	NCI-H23	NCI-H522	NCI-H460	NCI/ADR-RES	NCI-H226
COc1ccc(/C=C2\Oc3cc(OCCCN4CCCC4)ccc3C2=O)cc1	91.6	92.6	78.9	.	87.2	85.7	68.5	96.2	93.0
Nc1c(C(=O)Nc2ccccc2Cl)sc2nc3c(cc12)CN(Cc1ccccc1)CC3	.	103.7	110.3	85.4	102.7	88.2	93.4	99.8	91.5
O=C(N=Nc1c(O)[nH]c2ccccc12)c1cc(-c2ccccc2)on1	86.7	97.2	118.2	103.0	95.8	90.7	101.8	105.4	96.8
Cc1cc(=O)[nH]c2nc3c(=O)n(C)c(=O)n(C)c3n12	106.4	106.8	115.9	138.4	105.1	106.0	119.1	114.3	106.9
CCN1CCN(c2ccc(Nc3cc(-c4cccnc4Nc4c(Cl)c(OC)cc(OC)c4Cl)ncn3)cc2)CC1	48.5	42.6	34.3	21.8	63.8	75.9	23.7	75.8	47.0
O=C1C(Cl)C(c2ccccc2Cl)N1n1cnnc1 (stereo not given)	85.6	96.8	98.6	93.9	101.3	92.9	100.9	106.0	101.7
O=C(NN=C1CC2[C@H](COC(c3ccccc3)(c3ccccc3)c3ccccc3)C[C@H](COC(c3ccccc3)(c3ccccc3)c3ccccc3)[C@@H]2C1)c1ccncc1 (stereo not given in full)	.	103.8	103.4	88.3	97.5	70.0	99.7	102.9	86.0
Nc1c(C(=O)Nc2ccccc2Cl)sc2nc3c(cc12)CCCC3	104.1	104.6	106.5	107.5	92.6	97.0	105.8	100.6	89.6
CC(C)Sc1nc(NC2CC2)c(C#N)c(-c2ccc(Cl)cc2)n1	97.8	111.2	99.6	110.5	100.1	77.1	108.9	105.6	103.0
COC(=O)c1cc(-c2ccc(C)cc2)c(C#N)c(N)c1C#N	77.7	105.9	108.3	.	91.2	111.4	.	99.7	102.9
C=C1C(=O)O[C@H]2[C@H]1CC/C(COC(=O)c1ccc(Br)cc1)=C\CC[C@@]1(C)O[C@@H]21	.	-93.4*	-86.0*	100.0	32.6	-78.1*	25.7	24.7	-55.8*
Nc1c(C(=O)Nc2cccc3c2OCCO3)sc2nc3c(cc12)CN(Cc1ccccc1)CC3	55.3	77.2	71.8	37.9	85.4	29.3	53.4	53.0	82.5
CC(C(=O)O)N1C2=NC3=C(C(=O)OC(C)(C)O3)C(c3ccc(Cl)cc3)N2NC1(C)c1ccccc1O (stereo not given)	.	99.2	69.0	86.0	86.7	62.7	92.9	96.0	70.8
CC(C)c1cc(O)c(C(C)(C)C)cc1Cl	83.9	90.9	66.4	63.4	76.4	79.0	82.7	100.0	94.7

Record cards, from the list above:
Cc1cc(=O)[nH]c2nc3c(=O)n(C)c(=O)n(C)c3n12 is listed as CAKI-1 = 106.4; ACHN = 106.8; RXF 393 = 115.9; A498 = 138.4; NCI-H23 = 105.1; NCI-H522 = 106.0; NCI-H460 = 119.1; NCI/ADR-RES = 114.3; NCI-H226 = 106.9
O=C(N=Nc1c(O)[nH]c2ccccc12)c1cc(-c2ccccc2)on1 is listed as CAKI-1 = 86.7; ACHN = 97.2; RXF 393 = 118.2; A498 = 103.0; NCI-H23 = 95.8; NCI-H522 = 90.7; NCI-H460 = 101.8; NCI/ADR-RES = 105.4; NCI-H226 = 96.8
CC(C)Sc1nc(NC2CC2)c(C#N)c(-c2ccc(Cl)cc2)n1 is listed as CAKI-1 = 97.8; ACHN = 111.2; RXF 393 = 99.6; A498 = 110.5; NCI-H23 = 100.1; NCI-H522 = 77.1; NCI-H460 = 108.9; NCI/ADR-RES = 105.6; NCI-H226 = 103.0

Going on with the list.
SMILES	CAKI-1	ACHN	RXF 393	A498	NCI-H23	NCI-H522	NCI-H460	NCI/ADR-RES	NCI-H226
COc1cc2oc(-c3cccc(NC(=O)c4cc(N)ccc4Br)c3)cc(=O)c2c(OC)c1OC	65.6	94.3	92.5	101.1	97.5	76.9	99.6	94.0	90.6
Cn1ncc(CC(=O)O)c1-n1nnc2ccccc2c1=O	84.9	103.7	103.0	116.6	100.4	97.8	142.3	100.1	93.5
CCN1CCN(Cc2ccc(C(=O)Nc3nc4ccc(Oc5ccnc(C(=O)NC)c5)cc4s3)cc2C(F)(F)F)CC1	47.2	57.4	25.0	74.1	42.0	58.9	26.2	67.0	76.3
Cn1c(-c2sc3nnc(-c4ccccc4)c(-c4ccccc4)c3c2O)n[nH]c1=S	85.7	115.1	114.5	.	106.8	102.4	105.7	104.2	98.8
CC1(C)Oc2cc3oc(=O)ccc3cc2C[C@@H]1OCCO	94.4	111.3	110.2	79.5	101.3	97.1	106.6	98.5	86.8
COC1C(C)(C)C1(Br)Br (stereo not given)	96.1	97.0	103.9	99.1	102.6	111.8	103.8	110.4	95.9
COc1cc2cc(Oc3ccc(NC(=O)Nc4ccc(C(F)(F)F)cc4)cc3)c(C)nc2cc1OC	70.4	56.1	6.3*	90.5	79.3	63.2	42.8	64.1	20.9
Nc1nc(CF)cc(=O)[nH]1	97.4	100.7	107.2	99.5	98.2	106.2	102.0	99.0	93.4
CS(=O)(=O)Nc1ccc(C(=O)N=Nc2c(O)[nH]c3ccc(F)cc23)cc1	99.0	104.6	103.0	94.0	95.7	85.9	100.3	101.9	103.8
CCCC(C)c1cc([N+](=O)[O-])c(O)c([N+](=O)[O-])c1 (stereo not given)	99.0	100.9	99.9	70.2	93.1	71.2	101.1	106.4	81.0
CCOC(=O)NC(=O)/C(C#N)=C\Nc1ccccc1	.	102.2	100.7	78.6	101.3	95.4	105.9	105.1	92.7
COc1cc2c3c(c1O)-c1ccccc1[C@@H]1OC(=O)N(CC2)[C@@H]31	93.7	99.8	103.2	77.5	102.2	81.8	103.5	99.1	97.7
Cc1ccc2oc(=O)cc(Cn3nnc(C(=O)O)c3C)c2c1	95.8	97.3	116.1	77.2	102.4	87.4	107.3	102.8	107.9
COc1cc(O)c(OC)c(OC)c1OC	94.6	105.0	115.0	75.9	104.2	96.3	102.8	110.5	107.4
COc1cccc(N2CCN(C3=C(Cl)C(=O)c4ncccc4C3=O)CC2)c1	57.8	-23.8*	64.5	103.7	60.3	42.6	63.0	81.9	94.7
Cc1cc(N2CCCCCC2)nc(N2CCN(CC(=O)Nc3ccc4c(ccn4Cc4ccccc4)c3)CC2)n1	33.3	55.1	6.0*	9.0*	48.3	55.0	36.7	37.6	53.5
COC(=O)c1c(C)nc(Nc2nc3ccccc3s2)nc1-c1ccc(F)cc1	87.9	90.7	92.5	102.8	94.5	75.6	97.8	90.2	87.5
CCC(C)CC(C)C(=O)c1c(O)ccn(OC)c1=O (stereo not given)	92.9	46.1	72.5	98.7	84.7	90.9	77.8	57.1	84.2
CCOC(=O)c1sc2nc[nH]c(=O)c2c1C	95.6	87.5	97.0	63.5	100.7	104.3	99.5	101.4	99.8
CC1=CC2=NCC(C)C(=O)N2C=C1 (stereo not given)	.	109.1	107.8	100.1	95.7	95.1	103.7	97.0	80.3
O=C(Nc1nc(-c2ccccc2)cs1)c1cc(-c2ccc(Br)cc2)nc2ccccc12	.	55.4	65.7	-55.9*	51.6	43.5	31.3	58.5	46.3
O=C1C=CC[C@H](/C=C/c2ccccc2)O1	2.9*!	-36.3*!	.	-10.1*	40.7&37.8	47.5&13.9	-32.3*	28.9&34.0	-33.0*!
Cc1ccc(C(C)C)c(OCC(=O)O)c1	109.6	111.7	114.1	73.6	107.2	111.1	107.1	111.5	104.9
Nc1nc(-c2ccc(Cl)cc2)nc2c1sc(=S)n2-c1ccccc1	42.3	-4.9*	-2.6*	26.3	48.8	56.4	9.1*	43.8	49.4
Cc1nn(-c2ccccc2)c2ncnc(Nc3ccccc3)c12	108.1	99.2	105.7	82.0	106.0	91.6	102.3	110.6	109.0
COc1ccc(C/C(C)=C(\c2ccc(O)cc2)c2ccc(OCCN3CCOCC3)cc2)cc1	94.5	105.2	135.4	101.3	102.9	88.1	108.6	101.2	108.3
COC(=O)Nc1nc2ccc(C(=O)c3ccccc3N(C)C3COC3)cc2[nH]1	45.2	40.5	.	9.9*	54.4	13.1	13.5	53.3	49.6
Cc1[nH]c(C(=O)Nc2ccc(C(N)=O)cc2OCCN2CCOCC2)c(Cl)c1Cl	102.3	102.9	131.4	105.4	92.7	101.1	108.1	105.0	104.8
O=C1c2c(O)ccc([N+](=O)[O-])c2C(=O)c2c([N+](=O)[O-])ccc(O)c21	94.3	84.8	76.9	114.0	95.6	73.8	96.0	79.2	97.6
CCOC(=O)C[C@@H]1C(=O)N2CC[C@@]3(C(=O)Nc4ccccc43)[C@@H]2C[C@@H]1C(=O)OCC	97.6	103.7	107.4	.	109.5	99.4	103.0	106.3	105.9
CC(=O)Nc1ccc(C(=O)Nc2cc(-c3ccccc3)ccc2N)cc1	47.5	54.8	.	83.9	86.4	55.6	59.7	42.9	124.4
COc1ccc(C(c2cc(OC)c(OC)c(OC)c2)n2cncn2)cc1O (stereo not given)	40.4	52.4	-13.8*	9.7*	39.9	12.8	9.8*	1.8*	73.4
COc1cc(C(=O)c2cc(C(C)=O)c3c4ccccc4ccn23)cc(OC)c1OC	30.2	71.8	49.2	34.0	64.4	52.0	45.1	27.9	66.8
CCN(CC)CCOc1ccc(Nc2ncc3cc(-c4ccc(O)c(C#N)c4)c(=O)n(C)c3n2)cc1	45.9	40.1	22.3	113.1	98.0	83.1	85.3	113.8	49.3

Single values from the results shown.
Entry of O=C1c2c(O)ccc([N+](=O)[O-])c2C(=O)c2c([N+](=O)[O-])ccc(O)c21 under CAKI-1: 94.3
Entry of COc1ccc(C(c2cc(OC)c(OC)c(OC)c2)n2cncn2)cc1O (stereo not given) under NCI-H226: 73.4
Entry of CCN(CC)CCOc1ccc(Nc2ncc3cc(-c4ccc(O)c(C#N)c4)c(=O)n(C)c3n2)cc1 under NCI-H23: 98.0
Entry of CCOC(=O)C[C@@H]1C(=O)N2CC[C@@]3(C(=O)Nc4ccccc43)[C@@H]2C[C@@H]1C(=O)OCC under ACHN: 103.7
Entry of COc1ccc(C/C(C)=C(\c2ccc(O)cc2)c2ccc(OCCN3CCOCC3)cc2)cc1 under ACHN: 105.2
Entry of Cc1nn(-c2ccccc2)c2ncnc(Nc3ccccc3)c12 under NCI-H23: 106.0
